Source: PubChem
ZTA counter: ZTA (EBV) inhibition in EBNA-1 counter-screen; P03206; ZTA-DNA binding, fluorescence polarization; inhibition, % at 11 µM; 320,000 compounds, 0.15% hits; AID 2234; in the data active = inhibition above about 33%
Target sequence (P03206 whole entry, looked up): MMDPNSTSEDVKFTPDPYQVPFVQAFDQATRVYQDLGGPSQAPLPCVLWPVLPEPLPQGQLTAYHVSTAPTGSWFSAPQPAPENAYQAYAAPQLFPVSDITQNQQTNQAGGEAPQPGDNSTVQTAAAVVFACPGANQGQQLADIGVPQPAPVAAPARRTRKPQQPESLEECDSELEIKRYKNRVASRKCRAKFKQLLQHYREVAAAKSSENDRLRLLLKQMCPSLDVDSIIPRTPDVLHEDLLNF
EBNA-1 inh: EBNA-1 DNA-binding inhibitors, primary screen, biochemical, fluorescence polarization | inhibition, % at 14.8 µM | 300,000 compounds, 0.34% hits | AID 1950, 2009; in the data active = inhibition above about 28%
CTSL1 counter: Fasciola hepatica cathepsin L1 inhibitors, primary screen, counter-screen for PFM18AAP inhibitor project, biochemical, QFRET, fluorogenic peptide substrate. recombinant F. hepatica cathepsin L1, Z-Leu-Arg-MCA fluorescence. inhibition, % at 5.96 µM. 300,000 compounds, 0.49% hits;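 active = inhibition above the mean of all tested compounds plus 3 SD, set per screening campaign, cut at about 17% in these data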;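 also: 0% = plate median of test compound wells and 100% = 1 µM Z-Phe-Ala-diazomethylketone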
PP5 inh: PP5 phosphatase inhibitors, primary screen, biochemical, fluorescence; inhibition, % at 6.7 µM; purified PP5c, OMFP substrate fluorescence; Serine/threonine-protein phosphatase 5 (Homo sapiens), P53041; 320,000 compounds, 0.18% hits; AID 1987, 2009;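 active = inhibition above the campaign's mean inhibition across all tested compounds plus 3 SD, cut at about 9.5% in these data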;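 also: 0% = DMSO only and 100% = 100 µM cantharidin control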
TPT1 inh: Candida albicans TPT1 enzyme inhibitors, primary screen, biochemical, fluorescence polarization | tRNA 2'-phosphotransferase TPT1 (Candida albicans SC5314) | inhibition, % at 5 µM | recombinant caTPT1, FP RNA substrate dephosphorylation | 300,000 compounds, 0.81% hits;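 active = inhibition above the mean of all tested compounds plus 3 SD, set per screening campaign, cut at about 24% in these data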;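 also: plate controls were DMSO alone for no effect and ferristatin control at 100 nM for full effect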
PP1 inh: PP1-alpha phosphatase inhibitors, primary screen, counter-screen for PP5 inhibitor project, biochemical, fluorescence, OMFP substrate, single point. inhibition, % at 6.7 µM. purified PP1alpha. Serine/threonine-protein phosphatase PP1-alpha catalytic subunit (Homo sapiens), P62136. 320,000 compounds, 0.9% hits;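 active = inhibition above the mean inhibition of all tested compounds plus 3 SD, computed separately for each screening campaign, cut at about 15% in these data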
Efflux pump mplx: inhibitors of Candida efflux pumps in yeast, primary screen, S. cerevisiae, Nile Red, multiplex | 330,000 compounds, 0.44% hits | S. cerevisiae Candida pump triplex | inhibition, % at 10 µM;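 active = plate passing quality check with inhibition over a set limit, or well fluorescence over plate mean plus 4 SD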;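 also: Nile Red retained in pooled yeast measured as flow cytometry median fluorescence; 0% = buffer negative control and 100% = Enniatin B positive control; higher means more Nile Red kept so more efflux inhibition; some compounds called inactive have numbers as strong as hits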
PREPL inhibitor: PREPL enzyme inhibitors, primary screen, biochemical, fluorescence polarization; Prolyl endopeptidase-like (Homo sapiens), Q4J6C6; recombinant PREPL, fluorescence polarization activity-based probe; inhibition, % at 5.96 µM; 320,000 compounds, 0.68% hits; AID 2751, 2010; in the data active = inhibition above about 43%;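 also: 0% = enzyme with DMSO and 100% = wells lacking enzyme; many of its hits are not listed in these tables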
Target sequence (Q4J6C6 whole entry, looked up): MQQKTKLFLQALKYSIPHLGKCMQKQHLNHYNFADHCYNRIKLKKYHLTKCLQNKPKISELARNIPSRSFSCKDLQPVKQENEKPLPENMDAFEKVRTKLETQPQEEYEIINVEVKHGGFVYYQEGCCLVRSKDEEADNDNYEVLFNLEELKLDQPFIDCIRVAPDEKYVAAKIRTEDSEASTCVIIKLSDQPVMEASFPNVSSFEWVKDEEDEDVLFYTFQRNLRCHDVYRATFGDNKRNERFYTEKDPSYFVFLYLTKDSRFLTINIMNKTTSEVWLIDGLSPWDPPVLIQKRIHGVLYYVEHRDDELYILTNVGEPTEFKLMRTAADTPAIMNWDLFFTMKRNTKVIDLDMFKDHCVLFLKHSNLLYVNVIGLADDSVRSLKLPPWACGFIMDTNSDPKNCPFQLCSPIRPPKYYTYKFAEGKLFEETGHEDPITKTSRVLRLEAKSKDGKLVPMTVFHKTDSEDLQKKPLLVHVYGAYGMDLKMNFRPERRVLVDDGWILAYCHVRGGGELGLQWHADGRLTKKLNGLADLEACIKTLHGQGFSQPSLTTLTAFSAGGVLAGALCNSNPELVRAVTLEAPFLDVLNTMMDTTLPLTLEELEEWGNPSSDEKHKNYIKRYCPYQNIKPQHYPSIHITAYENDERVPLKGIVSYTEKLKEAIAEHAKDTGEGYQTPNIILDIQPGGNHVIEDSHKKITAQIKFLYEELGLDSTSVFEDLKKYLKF
core dimer inh: inhibitors of HCV core protein dimerization, primary screen, biochemical, TR-FRET, high-throughput. TR-FRET GST/Flag-core106 dimerization, 1536-well. 300,000 compounds, 0.33% hits. inhibition, % at 5 µM;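 active = inhibition above the mean of all tested compounds plus 3 SD, set per screening campaign, cut at about 45% in these data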
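Assay system – GST-tagged and Flag-tagged HCV core protein residues 1-106 · Quantity – core106 proteins, GST 13.5 nM and Flag 17 nM · Benchmarks – unlabelled core106 and no-GST-core106 wells · Read-out basis – percent inhibition of core106 dimerization signal · Detection – time-resolved FRET, ex 340 nm, em 617 and 671 nm · Schedule – 4 h at 22.5 °C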
Active calls of the source: *; . = not tested or not shown. The list is partial; count on the stated rates, not on these rows.

SMILES	ZTA counter	EBNA-1 inh	CTSL1 counter	PP5 inh	TPT1 inh	PP1 inh	Efflux pump mplx	PREPL inhibitor	core dimer inh
Cc1cccc(N2CCN(S(=O)(=O)c3c(C)[nH]c(C)c3C(=O)N3CCCC3)CC2)c1C	-6	-2	-3	1.0	-5	-1	0.8	29	-2
COC(=O)c1ccccc1NC(=O)N1CCN(S(C)(=O)=O)CC1	6	-5	-1	0.0	-2	0	0.4	3	-1
CCCCn1c(/C=C/c2ccco2)nc2ccccc21	-34	-7	0	1.1	23	4	-0.1	-3	44
Cc1cc2ccccn2c1C(=O)c1ccc(Cl)c([N+](=O)[O-])c1	4	-5	6	-0.1	1	1	-0.1	15	0
Cc1cnc(C)c(N2CCC(C(=O)NCc3cccs3)CC2)n1	-5	-4	-2	0.1	-7	-1	-0.1	0	-3
O=C(Nc1ncc2c(n1)-c1ccccc1OC2)c1ccc(F)cc1	0	-6	-6	0.3	0	-3	0.2	0	4
c1ccc(CN2CCN(c3nc(-c4ccccn4)nc4ccccc34)CC2)cc1	7	0	3	2.9	-1	-3	-0.1	12	2
Cn1nnnc1SCC(=O)c1cccs1	-14	7	5	1.5	-3	0	-0.1	17	0
COc1cccc(-c2noc(-c3ccc4c(c3)OCO4)n2)c1	4	9	-1	-0.2	-1	-1	-0.1	3	0
O=C1CCNc2ccc(-c3ccccc3)cc21	7	-5	-3	2.5	3	-5	0.5	0	19
O=C(NCCc1ccccc1)c1ccc([N+](=O)[O-])cc1	23	-10	-2	0.3	-1	-3	0.0	4	-9
COc1ccccc1NS(=O)(=O)c1cccc(C(=O)N2CC(C)OC(C)C2)c1 (centres undefined)	7	5	-4	-0.6	-2	-5	0.0	4	1
CC(C)CN(Cc1cc(=O)oc2cc(-c3ccccc3)c(O)cc12)CC(C)C	-19	2	-4	1.2	0	2	0.2	15	9
CCc1ccc(N2CC(C(=O)NNC(=O)c3ccc(F)cc3)CC2=O)cc1 (centres undefined)	-5	1	-8	1.3	-1	-1	0.6	13	0
O=C(NCc1ccco1)c1nc2nc(-c3cccs3)cc(C(F)(F)F)n2n1	-7	4	5	-1.9	-2	1	-0.1	13	20
COc1ccc(CC(=O)Nc2ccc(S(=O)(=O)NCC3CCCO3)cc2)cc1 (centres undefined)	7	-10	0	-0.1	-1	-1	-0.1	2	0
COC(=O)Cc1c(O)ccn(Cc2cccc3ccccc23)c1=O	10	-7	1	2.4	-1	-15	0.1	10	-14
COc1ccc(C(=O)Nc2cccc3cccnc23)cc1OC	-6	-1	0	1.8	2	0	-0.2	0	1
N#Cc1nc(-c2ccco2)oc1N1CCN(Cc2ccccc2)CC1	-14	-4	-5	1.7	-1	-1	-0.1	12	-1
COc1ccc(S(=O)(=O)Nc2ccc(F)c(F)c2)cc1C(=O)N1CCOCC1	-5	-16	-4	-3.8	0	22*	-0.4	0	-4
Cc1ccc(Nc2nnc(-c3ccccc3N)o2)cc1C	-7	9	-1	-0.1	-1	-5	0.0	8	3
CCCCNC(=O)c1cccc2c(=O)c(C)c(-c3ccccc3)oc12	1	-5	-1	0.9	3	0	0.0	-3	1
O=C(NCCC1=CCCCC1)c1cnccn1	3	-3	-1	2.0	1	-2	0.3	10	2
Cc1nc2cc(-n3ccc(=O)cc3)ccc2n1-c1ccccc1	-13	-5	0	1.7	0	0	0.1	21	-1
CC(C)CN(CCCNC(=O)CN1C(=O)COc2ccc(S(=O)(=O)N3CCCC3)cc21)CC(C)C	7	0	-2	-0.8	0	-3	0.1	0	4
COc1ccc(NC(=O)C2CCCCN2N)cc1OC (centres undefined)	-40	-3	-4	2.5	-8	-4	-0.1	10	-2
O=c1n(-c2cccc(Cl)c2)c(=O)n2n1CCC2	5	14	2	-3.8	-1	-3	0.0	3	5
CCOc1cc(C)c(Cl)cc1S(=O)(=O)N1CCCC1	3	1	-6	3.2	-3	-2	0.0	-12	-4
O=C(C[n+]1cc(Br)cc2ccccc21)c1ccccc1	2	12	0	-0.3	40*	3	-0.1	13	-5
CCCc1nc2ccccc2c(C(=O)OC(C)C(=O)NCc2ccc3c(c2)OCO3)c1CC (centres undefined)	4	-1	-2	3.8	0	0	0.6	-62	0
CCOC(=O)CN(c1ccccc1C)S(=O)(=O)c1ccc(Cl)cc1	10	-8	-2	-3.1	-1	-1	0.2	-5	-6
COc1ccc(NC(=O)c2noc3c2CCC3)cc1	-3	-5	-2	-1.7	-3	-5	0.1	-2	23
Cc1ccc(NC(=O)N(Cc2cccs2)Cc2cc3cc4c(cc3[nH]c2=O)OCO4)cc1	-7	-4	3	-1.1	4	-3	0.2	9	31
CC(C)C(NC(=O)c1ccc(F)cc1)C(=O)N1CCC1 (centres undefined)	5	.	.	0.7	.	-1	0.2	12	.
COc1cccc(-c2cc(=O)[nH][nH]2)c1	0	4	1	-4.2	-8	-4	0.3	-3	5
NC(N)=NC(=O)c1nc(Cl)c(N2CCCCCC2)nc1N	-7	3	1	2.4	2	7	0.1	0	-5
O=C(CN(Cc1cccs1)S(=O)(=O)c1ccc(S(=O)(=O)NC2CCCCC2)cc1)Nc1ccccc1	9	5	-2	3.3	-2	4	-0.3	-3	25
Cc1ccc(C(=O)Nc2ccc(N3CCOCC3)cc2)cc1S(=O)(=O)N1CCCCC1	-10	.	.	0.2	.	-3	0.1	1	.
Cc1ccccc1NC(=O)CSc1nc(=O)n(CCN2CCOCC2)c2c1CCCC2	4	13	-1	1.1	-2	1	0.0	-3	-3
Cc1cc(N2CCOCC2)ccc1/C=C1\NC(=O)N(Cc2ccccc2)C1=O	-28	-1	3	4.3	9	1	0.2	28	-19
C/C(=N/NC(=O)CN1CCN(Cc2ccccc2Cl)CC1)c1ccncc1	-26	-6	1	3.0	1	5	0.0	15	-3
COc1ccc(C(CNC(=O)c2ccc(S(=O)(=O)N3CCCC3)cc2)N(C)C)cc1OC (centres undefined)	-19	-11	-1	2.0	5	-5	0.1	-4	0
COc1ccc(/C=N/Nc2cc(N3CCOCC3)ncn2)c(OC)c1	-2	1	0	1.5	3	-1	0.0	-15	-4
Cc1cc(C)cc(C(=O)OCC(=O)NCc2cccs2)c1	-7	-7	-2	3.5	1	-6	-0.1	0	-8
O=C(c1cc2ccccc2oc1=O)N1CCN(CCc2ccccc2)CC1	7	11	2	-1.3	-4	-3	0.0	13	-3
O=C(NCCCn1ccnc1)C1c2ccccc2Oc2ccccc21	9	3	3	-0.6	0	-1	0.0	-2	-4
COc1cccc(-c2cc(C(F)(F)F)n3ncc(C(=O)NCC4CCCO4)c3n2)c1 (centres undefined)	10	-7	-5	0.7	0	3	0.2	1	3
CN(Cc1ccccc1)S(=O)(=O)c1ccc(Cl)c(C(=O)NCc2ccc3c(c2)OCO3)c1	10	37*	5	1.9	6	8	0.3	-10	7
CC(C)N(C)CCOC(=O)/C=C/c1ccccc1	8	2	-1	3.1	0	3	0.1	-5	2
CCCC(=O)N(c1ccc2oc(=O)sc2c1)S(=O)(=O)c1ccccc1	12	4	4	-2.3	-1	2	0.0	-4	1
O=C(Cc1ccccc1)NCc1nc2ccccc2[nH]1	-7	-12	-1	-0.4	-1	-1	0.0	8	-1
c1ccc(Cc2nnc3sc(-c4ccncc4)nn23)cc1	6	6	-5	-0.7	-2	2	0.2	5	-3
N#Cc1c(N)n(CCNC(=O)c2ccccc2)c2nc3ccccc3nc12	11	-2	3	0.2	21	0	-0.1	7	6
On1onc2c3cc(-c4ccccc4)nc3ccc21	8	1	3	5.8	0	1	-0.1	6	-23
O=[N+]([O-])c1ccc(N2CCSCC2)cc1	12	3	0	-1.7	0	-6	0.0	6	-4
O=C(NCc1cccnc1)c1ccc(COc2ccc3c(c2)CCC3)o1	7	8	-1	0.7	-2	0	0.0	-11	-3
O=C(O)c1cc(NC(=O)c2ccc(Cl)c([N+](=O)[O-])c2)cc(C(=O)O)c1	14	11	1	0.4	2	0	-0.1	-7	3
CCOc1ccc(NC(=S)NNC(=O)c2ccc(Br)cc2)cc1	-5	-4	0	2.5	-6	1	0.1	1	4
CC(NC(=O)C1CC12CCC2)c1ccccc1 (centres undefined)	11	-4	-4	0.7	3	9	0.0	4	-8
CC(C)CC(=O)Nc1ccc(-c2nc3ccccc3c(=O)o2)cc1	2	8	1	1.0	-3	-2	0.0	2	3
COc1ccc(NC(=O)CSc2nnnn2C2CC2)cc1S(=O)(=O)N1CCOCC1	-6	.	.	0.4	.	-4	-0.1	10	.

Seven structures already listed, ordered by length of the SMILES, rising:
SMILES	ZTA counter	EBNA-1 inh	CTSL1 counter	PP5 inh	TPT1 inh	PP1 inh	Efflux pump mplx	PREPL inhibitor	core dimer inh
On1onc2c3cc(-c4ccccc4)nc3ccc21	8	1	3	5.8	0	1	-0.1	6	-23
c1ccc(Cc2nnc3sc(-c4ccncc4)nn23)cc1	6	6	-5	-0.7	-2	2	0.2	5	-3
O=C(NCCCn1ccnc1)C1c2ccccc2Oc2ccccc21	9	3	3	-0.6	0	-1	0.0	-2	-4
COc1ccc(/C=N/Nc2cc(N3CCOCC3)ncn2)c(OC)c1	-2	1	0	1.5	3	-1	0.0	-15	-4
CCCC(=O)N(c1ccc2oc(=O)sc2c1)S(=O)(=O)c1ccccc1	12	4	4	-2.3	-1	2	0.0	-4	1
COc1cccc(-c2cc(C(F)(F)F)n3ncc(C(=O)NCC4CCCO4)c3n2)c1 (centres undefined)	10	-7	-5	0.7	0	3	0.2	1	3
CN(Cc1ccccc1)S(=O)(=O)c1ccc(Cl)c(C(=O)NCc2ccc3c(c2)OCO3)c1	10	37*	5	1.9	6	8	0.3	-10	7

An excerpt of these results, as labelled records:
O=[N+]([O-])c1ccc(N2CCSCC2)cc1
  ZTA counter: 12
  EBNA-1 inh: 3
  CTSL1 counter: 0
  PP5 inh: -1.7
  TPT1 inh: 0
  PP1 inh: -6
  Efflux pump mplx: 0.0
  PREPL inhibitor: 6
  core dimer inh: -4

O=C(NCc1cccnc1)c1ccc(COc2ccc3c(c2)CCC3)o1
  ZTA counter: 7
  EBNA-1 inh: 8
  CTSL1 counter: -1
  PP5 inh: 0.7
  TPT1 inh: -2
  PP1 inh: 0
  Efflux pump mplx: 0.0
  PREPL inhibitor: -11
  core dimer inh: -3

O=C(O)c1cc(NC(=O)c2ccc(Cl)c([N+](=O)[O-])c2)cc(C(=O)O)c1
  ZTA counter: 14
  EBNA-1 inh: 11
  CTSL1 counter: 1
  PP5 inh: 0.4
  TPT1 inh: 2
  PP1 inh: 0
  Efflux pump mplx: -0.1
  PREPL inhibitor: -7
  core dimer inh: 3

CCOc1ccc(NC(=S)NNC(=O)c2ccc(Br)cc2)cc1
  ZTA counter: -5
  EBNA-1 inh: -4
  CTSL1 counter: 0
  PP5 inh: 2.5
  TPT1 inh: -6
  PP1 inh: 1
  Efflux pump mplx: 0.1
  PREPL inhibitor: 1
  core dimer inh: 4
